Growth percent in the NCI-60 one-dose screen (48 h, 10 µM unless noted): 100 = growth as untreated, 0 = no growth, -100 = all killed.
U251 = U251 CNS tumor cells. 5.4% of 80,000 active
SF-268 = SF-268 CNS cancer cells; 3.1% of 82,000 active
SN12C = SN12C renal cancer cells. 3.8% of 81,000 active. AID 1794767
SF-295 = SF-295 CNS cancer cells | 5.6% of 79,000 active
CAKI-1 = CAKI-1 renal cancer | AID 1794772 | 4.7% of 75,000 active
TK-10 = TK-10 renal cancer cells; AID 1794769; 3.9% of 81,000 active
786-0 = 786-0 renal cancer cells. 5.1% of 81,000 active
UO-31 = UO-31 renal cancer. 5.2% of 81,000 active
* hit, by the source's call; nt = no result given; & = joins results of further samples. Rule for the calls: active = growth percent below 10; inactive = the rest. Rows were taken by chance. About 9.2% of those tested had a hit in this group.

molecule | U251 | SF-268 | SN12C | SF-295 | CAKI-1 | TK-10 | 786-0 | UO-31
COc1ccc([C@H]2[C@H](C(=O)Nc3cccnc3)c3ccccc3C(=O)N2c2ccccc2)cc1 | 75 | 94 | 99 | 71 | 94 | 93 | 91 | 99
CC/C(=C(\c1ccc(OCCN2CCCCC2)cc1)c1ccc(OC(=O)c2ccccc2)cc1)c1ccc(OC)cc1 | 83 | 99 | 88 | 104 | 97 | 99 | 93 | 69
Cc1cc(N(CCOS(C)(=O)=O)CCOS(C)(=O)=O)ccc1C=Nc1ccc(-c2nc(Cc3ccccc3)sc2C)cc1 | 43 | 39 | 52 | 13 | -32* | 14 | 14 | 22
O=c1[nH]nc(SCc2nc3ccccc3s2)n1C1CC1 | 102 | 103 | 89 | 101 | 113 | 130 | 106 | 76
c1ccc(Cc2nnc3n2N=C(c2ccccc2)CS3)cc1 | 100 | 97 | 93 | 100 | 85 | 98 | 98 | 80
N#Cc1ccc(C(=O)CSc2nc3c(c(Nc4cccc(S(N)(=O)=O)c4)n2)CCC3)cc1 | 98 | 93 | 92 | 100 | 83 | 122 | 95 | 77
CCOC(=O)c1nnn(Cc2cc(=O)oc3c2ccc2ccccc23)c1C | 104 | 105 | 97 | 99 | 98 | 101 | 102 | 77
COc1ccc2c(c1)/C(=C/c1c(-c3cc(OC)c(OC)c(OC)c3)nc3sc(C)cn13)C(=O)N2 | 89 | 92 | 96 | 99 | 98 | 108 | 86 | 68
COc1ccc2c(c1)C(Sc1ccc(SC)cc1)c1c(nc(N)c(C#N)c1N)O2 (stereo not given) | 77 | 80 | 77 | 76 | 84 | 114 | 85 | 41
COc1cc(Oc2cc(-c3cccnc3)ccc2NC(=O)Nc2ccc(F)cc2F)cc(OC)c1OC | 92 | 107 | 102 | 110 | 94 | 116 | 100 | 77

Among those listed so far, these have an aryl methoxy group:
molecule | U251 | SF-268 | SN12C | SF-295 | CAKI-1 | TK-10 | 786-0 | UO-31
COc1ccc([C@H]2[C@H](C(=O)Nc3cccnc3)c3ccccc3C(=O)N2c2ccccc2)cc1 | 75 | 94 | 99 | 71 | 94 | 93 | 91 | 99
CC/C(=C(\c1ccc(OCCN2CCCCC2)cc1)c1ccc(OC(=O)c2ccccc2)cc1)c1ccc(OC)cc1 | 83 | 99 | 88 | 104 | 97 | 99 | 93 | 69
COc1ccc2c(c1)/C(=C/c1c(-c3cc(OC)c(OC)c(OC)c3)nc3sc(C)cn13)C(=O)N2 | 89 | 92 | 96 | 99 | 98 | 108 | 86 | 68
COc1ccc2c(c1)C(Sc1ccc(SC)cc1)c1c(nc(N)c(C#N)c1N)O2 (stereo not given) | 77 | 80 | 77 | 76 | 84 | 114 | 85 | 41
COc1cc(Oc2cc(-c3cccnc3)ccc2NC(=O)Nc2ccc(F)cc2F)cc(OC)c1OC | 92 | 107 | 102 | 110 | 94 | 116 | 100 | 77

Carrying on.
molecule | U251 | SF-268 | SN12C | SF-295 | CAKI-1 | TK-10 | 786-0 | UO-31
COc1cc2oc(-c3cccc(C(=O)NCc4ccccc4)c3)cc(=O)c2c(OC)c1OC | 81 | 93 | 78 | 86 | 94 | 84 | 111 | 64
C=C1C(=O)O[C@H]2[C@H]1CC/C(COC(=O)NCc1ccc(OC)cc1)=C\CC[C@@]1(C)O[C@@H]21 | 67 | 55 | 33 | 96 | 15 | 31 | 16 | 18
COc1cc2cc(Oc3ccc(NC(=O)Nc4cccc(C(F)(F)F)c4)cc3)c(C)nc2cc1OCCN(C)C | 85 | 107 | 92 | 81 | 90 | 110 | 89 | 90
COc1ccc(C2CCCCC2O)cc1 (stereo not given) | 97 | 107 | 102 | 99 | 92 | nt | 103 | 96
O=C(O)c1c(=O)cccc2ssc12 | -92* | -39* | 14 | -6.0* | 69 | 4.8* | -10* | 22
O=C(CN1CCCCC1)Nc1nc2ccc(NCc3ccc(Cl)cc3)cc2s1 | 100 | 102 | 99 | 100 | 88 | 107 | 105 | 87
O=c1[nH]c2c([nH]1)c1c3ccccc3[nH]c1c1c3ccccc3[nH]c21 | 98 | 98 | 90 | 93 | 80 | 105 | 94 | 67
COc1ccc2oc3c4[nH]c5ccccc5c4c4c(c3c2c1)C(=O)N(O)C4=O | 106 | 100 | 95 | 106 | 80 | 140 | 101 | 82
C/C=C(\C)C(=O)N[C@H]1C(O)C[C@]2(C)C3CC[C@@]4(C)C(CC[C@@H]4C(C)N(C)C)C3CCC2C1O (stereo not given in full) | 52 | 14 | 68 | 105 | 80 | 109 | 68 | -0.8*
O=C(Nc1ccc(F)cc1)C1(C(=O)Nc2ccc(Oc3ncnc4scc(Nc5n[nH]c(=S)s5)c34)cc2)CC1 | 104 | 97 | 103 | 107 | 79 | 133 | 102 | 66

Next section:
molecule | U251 | SF-268 | SN12C | SF-295 | CAKI-1 | TK-10 | 786-0 | UO-31
C=CCC1CCCC(=O)C1CC=C (stereo not given) | 96 | 94 | 97 | 106 | 72 | 97 | 84 | 89
O=C(/C=C/C=C/c1ccc2c(c1)OCO2)N/N=C\c1ccc(O)cc1O | 31 | 24 | 33 | 14 | 9.7* | 31 | 29 | 11
N#Cc1c(N)n(CCNC(=O)c2ccccc2)c2nc3ccccc3nc12 | 115 | 106 | 120 | 121 | 115 | 102 | 92 | 89
Cc1cccc(C)c1Nc1nnc(-c2ccc(F)cc2)o1 | 104 | 96 | 105 | 102 | nt | 105 | 112 | 89
C=C(C)[C@@H]1CC[C@]2(C(=O)O)CC[C@]3(C)[C@H](CC[C@@H]4[C@@]5(C)C[C@@H](Cc6cn(CCO[C@@H]7O[C@H](COC(C)=O)[C@H](OC(C)=O)[C@H](OC(C)=O)[C@H]7OC(C)=O)nn6)[C@H](O)C(C)(C)[C@@H]5CC[C@]43C)[C@@H]12 | 57 | 61 | 70 | 77 | 73 | 79 | 79 | 82
CCOc1cc2c(cc1OCC)C(c1cc(Cl)c(O)c(OCC)c1)NCC2 (stereo not given) | 107 | 104 | 101 | nt | 95 | 98 | 97 | 82
CC1(C)OC(=O)c2c(nc3c(-c4nc5ccccc5s4)c(Nc4ccccc4)sc3c2N)O1 | 97 | 97 | 89 | 101 | 97 | 154 | 103 | 70
COc1cccc(-c2nc(-c3ccc(NC(=O)Oc4ccccc4)cc3)[nH]c2-c2ccnc(Br)c2)c1 | 99 | 103 | 93 | 88 | 93 | 141 | 93 | 83
Cc1[nH]c2ccccc2c(=O)c1-c1ccccc1 | 114 | 93 | 96 | 103 | 107 | 114 | 112 | 90
COc1ccc2nc(C)cc(Sc3nc4ccccc4s3)c2c1 | 40 | 43 | 40 | 82 | -42* | 61 | 74 | 17

The results go on:
molecule | U251 | SF-268 | SN12C | SF-295 | CAKI-1 | TK-10 | 786-0 | UO-31
CC(=O)c1ccc(NC(=O)CSc2nnc(-c3cc(-c4ccc(S(N)(=O)=O)cc4)nc4ccccc34)n2-c2ccccc2)cc1 | 84 | 93 | 97 | 93 | 72 | 98 | 88 | 93
COc1ccc2c(c1)[nH]c(=O)c1c3cc(OC)ccc3cn21 | -48* | -3.3* | 33 | -18* | 41 | 49 | 29 | 29
COc1nc2c(cc1S(=O)(=O)c1ccccc1)CCc1c-2cnn1-c1ccccc1Cl | nt | 74 | 59 | 63 | 50 | 42 | 52 | 40
CCCn1cnc2c(=O)[nH]c(N)nc21 | 97 | 100 | 101 | 104 | nt | 96 | 102 | 91
O=C1OC(c2ccccc2)=NC1c1ccccc1 (stereo not given) | 102 | 105 | 96 | 110 | 102 | 105 | 104 | 92
CC(C)=C1C=C(C(C)(C)C)C(=O)C(C(C)(C)C)=C1 | 91 | 106 | 102 | 102 | 101 | 100 | 100 | 94
COc1cc(-c2nc(N3CCOCC3)c3ccccc3n2)cc(OC)c1OC | 81 | 76 | 74 | 76 | 68 | 46 | 36 | 40
C=C1c2nc3ccccc3n2C=C(c2ccc(Cl)cc2)N1Cc1ccccc1 | 91 | 90 | 95 | 90 | 79 | 119 | 90 | 48
CN1CCN(c2ccc(Nc3nc(NCCCNC(=O)C4CCCCC4)c4sccc4n3)cc2)CC1 | 17 | 62 | 71 | 38 | 57 | 99 | 3.2* | 62
CC(C)CC(CC(C)C)OC(=O)CBr | 98 | 97 | 102 | 111 | 94 | 81 | 108 | 71

(more compounds)
molecule | U251 | SF-268 | SN12C | SF-295 | CAKI-1 | TK-10 | 786-0 | UO-31
COC(=O)[C@@H](Cc1ccc(O)cc1)NC(=O)/C=C/c1ccccc1 | 91 | 104 | 101 | 101 | 93 | 114 | 103 | 88
CCC(C)[C@@H]1NC(=O)[C@@H]2CCCN2C(=O)[C@H](Cc2ccccc2)NC(=O)[C@H](Cc2ccccc2)NC(=O)[C@H](C(C)CC)NC(=O)[C@@H]2CCCN2C(=O)[C@H](Cc2ccccc2)NC1=O (stereo not given in full) | nt | 88 | 94 | nt | 93 | 99 | 106 | 89
CC(=O)Sc1ccccc1C(=S)S | 104 | 97 | 101 | 100 | nt | 113 | 111 | 96
CCOC(=O)N1CCOCC1 | 96 | 102 | 106 | 120 | 123 | 91 | 100 | 99
O=P(O)(O)OC1C(OP(=O)(O)O)C(OP(=O)(O)O)C(OP(=O)(O)O)C(OP(=O)(O)O)C1OP(=O)(O)O.[Cu+2] (stereo not given) | 33 | 125 | 87 | 91 | 113 | 118 | 114 | 98
CN(C)c1ccc(/C=C2\SC(N3CCCCC3)=NC2=O)cc1 | 98 | 112 | 92 | 107 | 89 | 111 | 92 | 77
CC1=NCC(C)c2ccccc21 (stereo not given) | 99 | 105 | 111 | 106 | 100 | 109 | 107 | 102
O=C1/C(=C/c2ccccc2)SC(=Nc2ccccc2)N1Nc1ccccc1 | 6.1* | 27 | -58* | 16 | 17 | 31 | -31* | 15
O=C(c1ccccc1)N1Cc2[nH]nc(-c3ccccc3)c2[C@H]2CCCCN21 | 99 | 101 | 95 | 101 | 90 | 109 | 89 | 78
COc1ccc(S(=O)(=O)NCCNc2nccc(-c3c(-c4ccccc4)nc4sccn34)n2)cc1 | 33 | 21 | 27 | 17 | 18 | 47 | 32 | 19

Next part:
molecule | U251 | SF-268 | SN12C | SF-295 | CAKI-1 | TK-10 | 786-0 | UO-31
CC(=O)/C(=C/N1CC(=O)NC1=S)C(=O)Nc1ccccc1C | 92 | 101 | 97 | 110 | 97 | 103 | 102 | 100
CCOC(=O)C(C#N)C(C)(C)C[N+](=O)[O-] (stereo not given) | 89 | 112 | 99 | 93 | 93 | 122 | 104 | 89
CCCN(CCC)C(=O)CCN1C(=O)/C(=C/c2ccc(O)cc2)SC1=S | 105 | 107 | 99 | 101 | 98 | 102 | 102 | 72
CCCCn1cnc2c1C(=O)c1nc3n(c1C2=O)CCCC3 | nt | 94 | 98 | 80 | 92 | 126 | 122 | 94
CC(C)NC(=S)Nc1c(N)n(C)c(=O)n(C)c1=O | 104 | 112 | 107 | 108 | 107 | 99 | 98 | 114
O=C(NCCCNc1nccc(-c2c(-c3cccc(F)c3)nc3sccn23)n1)c1ccc(F)cc1 | 91 | 71 | 76 | 97 | 73 | 96 | 62 | 37
NC(=O)NC(=O)CNc1nnc(-c2ccccc2)s1 | nt | 103 | 97 | 93 | 88 | 133 | 102 | 82
CCCCCCCCCCCCNCCCc1ccccc1 | nt | 81 | 63 | 102 | 93 | 104 | 69 | 61
C#CCOc1c(OC)cc(C(=O)/C(C)=C/c2cccc(N=[N+]=[N-])c2)cc1OC | 19 | 43 | 42 | 8.2* | 43 | 61 | 24 | 51
Oc1ccc(/C=C/c2ccccc2)cc1 | 53&68 | 62&54 | 72&75 | 81&83 | 6.8* | 65&93 | 45&33 | 12&18

Remaining list, next part.
molecule | U251 | SF-268 | SN12C | SF-295 | CAKI-1 | TK-10 | 786-0 | UO-31
c1ccc(C(=C(c2ccc(OCCN3CCCCCC3)cc2)c2ccc(OCCN3CCCCCC3)cc2)C2CCCC2)cc1 | 91 | 96 | 107 | 102 | 93 | 99 | 110 | 83
COc1ccc(NC2CCC(=O)N2c2cc(Cl)cc(Cl)c2)cc1 (stereo not given) | 87 | 78 | 98 | 102 | 89 | 99 | 92 | 82
Cc1ccccc1OS(=O)(=O)c1cccc([N+](=O)[O-])c1 | 99 | 101 | 97 | 105 | 90 | 97 | 76 | 87
O=C(Cc1ccc(Cl)nc1)Nc1cc(NCc2cccnc2)c([N+](=O)[O-])cc1Cl | 94 | 93 | 88 | 87 | 92 | 94 | 93 | 70
CCCCCCCCCCNC(=O)CI | 14 | 37 | 34 | nt | -93* | 15 | -81* | -90*
COc1cc(-c2nc(Nc3nc4ccccc4s3)[nH]c(=O)c2C#N)cc(OC)c1O | 105 | 123 | 102 | 116 | 113 | 112 | 101 | 88
CC[C@]1(O)C(=O)OCc2c1cc1n(c2=O)Cc2cc3c(N)cccc3nc2-1 | nt | 102 | 100 | 105 | 102 | 98 | 99 | 88
COc1ccc(-c2nc3c(ncc4ccc(-c5ccccc5)nc43)s2)cc1 | 95 | 107 | 96 | 95 | 93 | 99 | 101 | 73
O=C(CCCOc1ccc(Cl)cc1Cl)NC(Cc1ccccc1)C(=O)O (stereo not given) | 107 | 100 | 97 | 121 | 109 | 110 | 107 | 69
C#CCOC(=O)c1ccc(Cl)cc1 | 102 | 103 | 107 | 110 | 101 | 108 | 102 | 97

Following part:
molecule | U251 | SF-268 | SN12C | SF-295 | CAKI-1 | TK-10 | 786-0 | UO-31
COc1cc(F)c(/C=C/c2cc(/C=C/c3cc(OC)c(OC)cc3F)n(-c3cc(F)cc(F)c3)n2)cc1OC | -1.5* | 34 | 73 | 54 | 99 | 69 | 88 | 85
COC(=O)c1nc(-c2ccccc2)oc1S(=O)(=O)NCC(c1ccc(Cl)cc1)N1CCOCC1 (stereo not given) | 73 | 77 | 81 | 101 | 71 | 62 | 52 | 60
COc1cc(-c2ccc(/C=N/NC(=O)c3[nH]c4ccc(Br)cc4c3-c3ccccc3)s2)cc(OC)c1OC | 63 | 68 | 93 | 50 | 72 | 106 | 58 | 97
O=C(CSc1nc(-c2ccccc2)c(-c2ccccc2)o1)N1CCOCC1 | nt | 107 | 103 | 100 | 100 | 137 | 112 | 76

Bioassay records: PubChem BioAssay, NCI
